Large T inhibition: SV40 large T antigen inhibitors, biochemical (AID 1903); SV40 large T antigen ATPase/helicase inhibition assay; higher % means a stronger effect; one-dose inhibition, % at 20 µM; IC50 in µM for titrated hits; 0.39% of 310,000 active; in the data active = a potency from the dose series; note: strong numbers were not always called active
Siah-1 displacement: Siah-1 peptide-binding antagonists, primary screen, biochemical, fluorescence polarization, rhodamine-plectin, uHTS (AID 1817). 0.02% of 290,000 active. displacement, % at 20 µM; hits with a dose series show IC50 in µM. Siah-1 / rhodamine-plectin peptide fluorescence polarization; higher % means a stronger effect. E3 ubiquitin-protein ligase SIAH1 (Homo sapiens);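 active = displacement of at least 50% at 20 µM, with a fluorescence ratio check between 0.3 and a set limit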;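 note: plate controls were Siah plus tracer with DMSO for no effect and tracer alone without Siah for full effect; strong numbers were not always called active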
RSV CPE inhibition: RSV antiviral activity via CPE protection, HEp-2 cells, primary 10 µM value included (AID 2391) | HEp-2 cells, RSV-induced CPE inhibition; higher % means a stronger effect | CPE inhibition, % at 10 µM, or IC50 in µM where a hit was titrated | 0.13% of 310,000 active; in the data active = a potency from the dose series; note: strong numbers were not always called active
NTR1 agonist: agonists of NTR1, primary screen, imaging, U2OS cells, beta-arrestin-GFP, high content (AID 493036); Neurotensin receptor type 1 (Homo sapiens), P30989; NTR1-U2OS beta-arrestin-GFP spot imaging, agonist mode; activation, % at 20 µM; 0.17% of 330,000 active;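 active = activation at or above 40% of the spot to cytoplasm intensity ratio, with at least 20 cells analyzed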;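 note: 0% = DMSO without peptide and 100% = 100 nM NTR1 peptide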
Target sequence (P30989 whole entry, looked up): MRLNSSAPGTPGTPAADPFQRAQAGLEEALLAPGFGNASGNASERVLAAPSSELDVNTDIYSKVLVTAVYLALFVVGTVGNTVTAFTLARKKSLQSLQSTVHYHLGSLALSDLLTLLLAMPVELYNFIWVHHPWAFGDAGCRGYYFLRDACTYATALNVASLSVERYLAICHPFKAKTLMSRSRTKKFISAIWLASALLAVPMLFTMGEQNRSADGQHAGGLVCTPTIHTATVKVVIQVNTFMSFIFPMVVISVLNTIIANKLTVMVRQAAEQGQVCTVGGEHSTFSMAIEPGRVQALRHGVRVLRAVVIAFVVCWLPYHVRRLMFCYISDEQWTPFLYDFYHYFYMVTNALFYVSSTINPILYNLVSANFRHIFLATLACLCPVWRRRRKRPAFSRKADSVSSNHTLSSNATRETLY
UTI89 phage lysis: inhibition of K1F phage lysis, E. coli UTI89, bacterial capsule biogenesis inhibitors, alamar blue (AID 488966); 0.02% of 340,000 active; E. coli UTI89 K1F phage lysis, alamar blue, 2 h; higher % means a stronger effect; inhibition, % at 100 µM, or IC50 in µM where a hit was titrated;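 active = phage lysis inhibition, versus mean bacterial control, above a set limit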;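 note: capsule biogenesis inhibitors block K1F phage lysis so surviving cells raise fluorescence; higher fluorescence means more inhibition of phage lysis; actives were called in the ten point dose series up to 300 µM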
MgcRacGAP inhibition: MgcRacGAP GTPase-activating activity inhibitors, confirmation, biochemical, ADP Hunter fluorescence; MgcRacGAP-stimulated Rac1 GTP hydrolysis, ADP Hunter fluorescence; higher % means a stronger effect; GST-tagged Rac1 F28L mutant substrate; inhibition, % at 30 µM; hits with a dose series show IC50 in µM; 0.6% of 340,000 active;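 active = first-screen hits whose inhibition reached a set limit at any dose in the follow-up dose series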;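 note: fluorescence reports GDP produced by GAP-driven GTP hydrolysis; strong numbers were not always called active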
West Nile antiviral: West Nile virus antiviral activity, cell-based, CPE readout (AID 1621). West Nile virus-infected cells, CPE inhibition; higher % means a stronger effect. one-dose CPE inhibition, % at 10 µM; IC50 in µM for titrated hits. 0.02% of 290,000 active; in the data active = a potency from the dose series; note: strong numbers were not always called active
AID2073: inhibitors of Mint1-CaV2.2 protein interaction, biochemical, HTRF (AID 2073); Voltage-dependent N-type calcium channel subunit alpha-1B (Homo sapiens); HTRF protein-protein interaction, Mint1-CaV2.2; higher % means a stronger effect; inhibition, % at 20 µM; hits with a dose series show IC50 in µM; 0.19% of 290,000 active; in the data active = inhibition mostly above about 51%, no sharp cut-off; note: some results filed as inactive read as strong as hits
Dengue-2 NS5 capping: Dengue-2 NS5 methyltransferase inhibitors, primary screen, biochemical, confirmation dose response (AID 588689). one-dose inhibition, % at 25 µM; IC50 in µM for titrated hits. Dengue-2 NS5 methyltransferase capping enzyme assay, biochemical; higher % means a stronger effect. 0.3% of 340,000 active; in the data active = a potency from the dose series
NTR1 agonist cell count 20 µM: second read-out of NTR1 agonist, no call of its own (marks repeat the call); cell count; measured here: cell count, cytotoxicity flag
* hit, by the source's call; [ ] = dose if it differs, or a comment. This is a random part of the collection; about 1.6% have a hit in one of these screens.

How did CCOC(=O)c1ccc(NC(=O)CSc2nnc(Cn3c(=O)sc4ccccc43)n2C)cc1 do in these assays?
Large T inhibition: 5%; Siah-1 displacement: 8%; RSV CPE inhibition: 0.2%; NTR1 agonist: 5.7; UTI89 phage lysis: 0.1%; MgcRacGAP inhibition: 0%; AID2073: -3%; Dengue-2 NS5 capping: -4%; NTR1 agonist cell count 20 µM: 58

What do the screens show for `O=C1NC(Cc2c[nH]c3ccccc23)C(=O)N1Cc1cccc2ccccc12` (stereo not drawn)?
Large T inhibition: 0%; Siah-1 displacement: -3%; RSV CPE inhibition: 10%; NTR1 agonist: 3.5; UTI89 phage lysis: 0.2%; MgcRacGAP inhibition: 7%; West Nile antiviral: 0.4%; AID2073: 2%; Dengue-2 NS5 capping: 2%; NTR1 agonist cell count 20 µM: 68

What do the screens show for `N#Cc1nc(Cc2ccccc2)oc1NCCN1CCOCC1`?
Large T inhibition: -1%; Siah-1 displacement: 3%; RSV CPE inhibition: -0.5%; NTR1 agonist: 0.1; UTI89 phage lysis: 4.0%; MgcRacGAP inhibition: 1%; West Nile antiviral: -0.5%; AID2073: 4%; Dengue-2 NS5 capping: -3%; NTR1 agonist cell count 20 µM: 41

What do the screens show for `O=C(CSc1nnc(-c2ccc(F)cc2)o1)c1ccc2c(c1)OCCO2`?
Large T inhibition: 7%; Siah-1 displacement: 3%; RSV CPE inhibition: -0.8%; NTR1 agonist: 1.5; UTI89 phage lysis: 1.4%; MgcRacGAP inhibition: 0%; West Nile antiviral: -0.2%; AID2073: 11%; Dengue-2 NS5 capping: 1%; NTR1 agonist cell count 20 µM: 72

How did O=C(COc1cccc(F)c1)Nc1nc(-c2cccnc2)cs1 do in these assays?
RSV CPE inhibition: 0.7%; NTR1 agonist: -0.7; UTI89 phage lysis: 1.8%[50 µM]; MgcRacGAP inhibition: 3%; Dengue-2 NS5 capping: -15%; NTR1 agonist cell count 20 µM: 80

What do the screens show for `c1ccc2c(Nc3nc(N4CCOCC4)c4ccccc4n3)cccc2c1`?
Large T inhibition: 1%; Siah-1 displacement: 13%; RSV CPE inhibition: 6.6%; NTR1 agonist: 8.3; UTI89 phage lysis: 1.4%; MgcRacGAP inhibition: 3%; West Nile antiviral: -0.2%; AID2073: 1%; Dengue-2 NS5 capping: -7%; NTR1 agonist cell count 20 µM: 60

Results for CC(=O)c1cccc(NS(=O)(=O)c2cc(-c3cnc(C4CC4)o3)ccc2C)c1 ?
Large T inhibition: 8%; Siah-1 displacement: 2%; RSV CPE inhibition: -0.7%; NTR1 agonist: 1.4; UTI89 phage lysis: 0.4%; MgcRacGAP inhibition: 5%; West Nile antiviral: 2.4%; AID2073: 1%; Dengue-2 NS5 capping: -2%; NTR1 agonist cell count 20 µM: 62

Results for O=C(Nc1nnc(SCC(=O)N2CCOCC2)s1)C1CC(=O)N(c2ccccc2)C1 (stereo not drawn) ?
Large T inhibition: 6%; Siah-1 displacement: 2%; RSV CPE inhibition: 0.9%; NTR1 agonist: 1.9; UTI89 phage lysis: -0.3%; MgcRacGAP inhibition: -2%; West Nile antiviral: 0.2%; AID2073: 4%; Dengue-2 NS5 capping: 4%; NTR1 agonist cell count 20 µM: 46

How did CC1CC(C)CN(c2nc3c(c(=O)n(C)c(=O)n3C)n2CCSc2ncccn2)C1 (stereo not drawn) do in these assays?
Large T inhibition: -4%; Siah-1 displacement: 6%; RSV CPE inhibition: -0.4%; NTR1 agonist: -0.5; UTI89 phage lysis: 2.9%; MgcRacGAP inhibition: 12%; West Nile antiviral: -0.3%; AID2073: -10%; Dengue-2 NS5 capping: -3%; NTR1 agonist cell count 20 µM: 65

What do the screens show for `Cc1c(C(=O)NCc2ccco2)cccc1[N+](=O)[O-]`?
Large T inhibition: 0%; Siah-1 displacement: 11%; RSV CPE inhibition: 2.2%; NTR1 agonist: -1.0; UTI89 phage lysis: 1.1%; MgcRacGAP inhibition: -13%; West Nile antiviral: 1.3%; AID2073: 6%; Dengue-2 NS5 capping: 3%; NTR1 agonist cell count 20 µM: 45

What do the screens show for `Cc1ccc(CNC(=O)C2CCN(S(=O)(=O)c3cccs3)CC2)cc1`?
Large T inhibition: 9%; Siah-1 displacement: 0%; RSV CPE inhibition: 0.0%; NTR1 agonist: 0.4; UTI89 phage lysis: 0.2%; MgcRacGAP inhibition: 7%; West Nile antiviral: 0.0%; AID2073: 3%; Dengue-2 NS5 capping: 5%; NTR1 agonist cell count 20 µM: 39

How did COc1cc(OC)cc(-c2nnc(NC(=O)Cc3ccc(F)cc3)o2)c1 do in these assays?
Large T inhibition: 23%; Siah-1 displacement: -1%; RSV CPE inhibition: 4.5%; NTR1 agonist: 0.2; UTI89 phage lysis: 0.2%; MgcRacGAP inhibition: 6%; West Nile antiviral: 1.4%; AID2073: 16%; Dengue-2 NS5 capping: -6%; NTR1 agonist cell count 20 µM: 74

What do the screens show for `COCC(=O)N(C)C1(c2nnnn2CCOC(=O)Nc2ccc(Cl)cc2)CCCC1`?
Large T inhibition: 4%; Siah-1 displacement: 2%; RSV CPE inhibition: 4.6%; NTR1 agonist: -0.7; UTI89 phage lysis: 0.2%; MgcRacGAP inhibition: 3%; West Nile antiviral: -0.4%; AID2073: -3%; Dengue-2 NS5 capping: -2%; NTR1 agonist cell count 20 µM: 58

How did Cc1ccc(N2C(=O)c3ccccc3C2Nc2ccccc2)nc1 (stereo not drawn) do in these assays?
Large T inhibition: 12%; Siah-1 displacement: 3%; RSV CPE inhibition: -0.3%; NTR1 agonist: -0.3; UTI89 phage lysis: -0.1%; MgcRacGAP inhibition: 7%; West Nile antiviral: -0.1%; AID2073: 2%; Dengue-2 NS5 capping: 1%; NTR1 agonist cell count 20 µM: 91

How did Cc1cccc(-n2c(CCc3ccccc3)nnc2SCC(=O)c2ccccc2)c1 do in these assays?
Large T inhibition: 6%; Siah-1 displacement: 0%; RSV CPE inhibition: 10%; NTR1 agonist: 12; UTI89 phage lysis: -0.5%[50 µM]; MgcRacGAP inhibition: -1%; West Nile antiviral: -1.9%; AID2073: -21%; Dengue-2 NS5 capping: -4%; NTR1 agonist cell count 20 µM: 41

Overlap with the part before: 2 entries, then new ones.
How did Cc1ccc(N2C(=O)c3ccccc3C2Nc2ccccc2)nc1 (stereo not drawn) do in these assays?
Large T inhibition: 12%; Siah-1 displacement: 3%; RSV CPE inhibition: -0.3%; NTR1 agonist: -0.3; UTI89 phage lysis: -0.1%; MgcRacGAP inhibition: 7%; West Nile antiviral: -0.1%; AID2073: 2%; Dengue-2 NS5 capping: 1%; NTR1 agonist cell count 20 µM: 91

How did Cc1cccc(-n2c(CCc3ccccc3)nnc2SCC(=O)c2ccccc2)c1 do in these assays?
Large T inhibition: 6%; Siah-1 displacement: 0%; RSV CPE inhibition: 10%; NTR1 agonist: 12; UTI89 phage lysis: -0.5%[50 µM]; MgcRacGAP inhibition: -1%; West Nile antiviral: -1.9%; AID2073: -21%; Dengue-2 NS5 capping: -4%; NTR1 agonist cell count 20 µM: 41

What do the screens show for `O=C(COc1ccc(C(=O)c2ccccc2)cc1)NCc1ccc(F)cc1`?
Large T inhibition: 7%; Siah-1 displacement: 7%; RSV CPE inhibition: 3.1%; NTR1 agonist: 0.1; UTI89 phage lysis: 0.8%; MgcRacGAP inhibition: 13%; West Nile antiviral: -0.3%; AID2073: 1%; Dengue-2 NS5 capping: -2%; NTR1 agonist cell count 20 µM: 51

How did CCCCCC(=O)NC(=S)Nc1ccccc1C(=O)OC do in these assays?
Large T inhibition: 26%; Siah-1 displacement: 2%; RSV CPE inhibition: 2.0%; NTR1 agonist: 4.4; UTI89 phage lysis: -0.3%; MgcRacGAP inhibition: 1%; West Nile antiviral: 0.0%; AID2073: 8%; Dengue-2 NS5 capping: -7%; NTR1 agonist cell count 20 µM: 90

What do the screens show for `CC1CCN(c2ccccc2NC(=O)c2cc([N+](=O)[O-])ccc2N2CCOCC2)CC1`?
Large T inhibition: 11%; Siah-1 displacement: 0%; RSV CPE inhibition: 9.1%; NTR1 agonist: 3.6; UTI89 phage lysis: 2.2%[50 µM]; MgcRacGAP inhibition: 2%; West Nile antiviral: 0.1%; AID2073: -4%; Dengue-2 NS5 capping: -5%; NTR1 agonist cell count 20 µM: 68

What do the screens show for `Cc1cc(=O)n2nc(N3CCCC(C(=O)N4CCN(c5ccccc5)CC4)C3)sc2n1` (stereo not drawn)?
Large T inhibition: 9%; Siah-1 displacement: -2%; RSV CPE inhibition: -1.6%; NTR1 agonist: 0.5; UTI89 phage lysis: 0.1%; MgcRacGAP inhibition: 15%; West Nile antiviral: 0.4%; AID2073: -5%; Dengue-2 NS5 capping: -4%; NTR1 agonist cell count 20 µM: 46

Results for O=C(NCc1ccco1)C(c1ccccc1)N(Cc1ccccc1)C(=O)Cn1nnc2ccccc21 (stereo not drawn) ?
Large T inhibition: 16%; Siah-1 displacement: -1%; RSV CPE inhibition: 1.0%; NTR1 agonist: 2.4; UTI89 phage lysis: -0.6%; MgcRacGAP inhibition: 3%; West Nile antiviral: 2.8%; AID2073: 9%; Dengue-2 NS5 capping: -4%; NTR1 agonist cell count 20 µM: 50

How did CCOc1ccc(C2C(C#N)=C(N)Oc3cc(C)n(CCN4CCOCC4)c(=O)c32)cc1OCC (stereo not drawn) do in these assays?
Large T inhibition: 23%; Siah-1 displacement: 0%; UTI89 phage lysis: 0.4%; MgcRacGAP inhibition: 3%; West Nile antiviral: 0.2%; AID2073: 0%; Dengue-2 NS5 capping: 6%

How did Cn1nccc1NC(=O)CSCC(=O)O do in these assays?
Large T inhibition: 3%; Siah-1 displacement: 4%; RSV CPE inhibition: -1.6%; NTR1 agonist: 1.3; UTI89 phage lysis: -1.3%; MgcRacGAP inhibition: 7%; West Nile antiviral: 0.5%; AID2073: -13%; Dengue-2 NS5 capping: 5%; NTR1 agonist cell count 20 µM: 51

How did Cc1ccc(S(=O)(=O)/N=C(\N)c2ccc(F)cc2)cc1 do in these assays?
Large T inhibition: 1%; Siah-1 displacement: -1%; RSV CPE inhibition: 16%; NTR1 agonist: 0.5; UTI89 phage lysis: -0.2%; MgcRacGAP inhibition: 3%; West Nile antiviral: -0.7%; AID2073: -4%; Dengue-2 NS5 capping: -9%; NTR1 agonist cell count 20 µM: 32

Reprinted at random: 2 entries already listed.
What do the screens show for `Cc1cc(=O)n2nc(N3CCCC(C(=O)N4CCN(c5ccccc5)CC4)C3)sc2n1` (stereo not drawn)?
Large T inhibition: 9%; Siah-1 displacement: -2%; RSV CPE inhibition: -1.6%; NTR1 agonist: 0.5; UTI89 phage lysis: 0.1%; MgcRacGAP inhibition: 15%; West Nile antiviral: 0.4%; AID2073: -5%; Dengue-2 NS5 capping: -4%; NTR1 agonist cell count 20 µM: 46

What do the screens show for `O=C(COc1ccc(C(=O)c2ccccc2)cc1)NCc1ccc(F)cc1`?
Large T inhibition: 7%; Siah-1 displacement: 7%; RSV CPE inhibition: 3.1%; NTR1 agonist: 0.1; UTI89 phage lysis: 0.8%; MgcRacGAP inhibition: 13%; West Nile antiviral: -0.3%; AID2073: 1%; Dengue-2 NS5 capping: -2%; NTR1 agonist cell count 20 µM: 51
